GPR151 activ – activators of human GPR151, primary screen, cell-based, PathHunter beta-arrestin, luminescence; activation, % at 11.2 µM; 650,000 compounds, 1% hits; PathHunter beta-arrestin GPR151 cells; G-protein coupled receptor 151 (Homo sapiens), Q8TDV0; in the data active = activation above about 4.9%;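 also: 0% = median of compound wells and 100% = cells with positive control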
Target sequence (Q8TDV0 whole entry, looked up): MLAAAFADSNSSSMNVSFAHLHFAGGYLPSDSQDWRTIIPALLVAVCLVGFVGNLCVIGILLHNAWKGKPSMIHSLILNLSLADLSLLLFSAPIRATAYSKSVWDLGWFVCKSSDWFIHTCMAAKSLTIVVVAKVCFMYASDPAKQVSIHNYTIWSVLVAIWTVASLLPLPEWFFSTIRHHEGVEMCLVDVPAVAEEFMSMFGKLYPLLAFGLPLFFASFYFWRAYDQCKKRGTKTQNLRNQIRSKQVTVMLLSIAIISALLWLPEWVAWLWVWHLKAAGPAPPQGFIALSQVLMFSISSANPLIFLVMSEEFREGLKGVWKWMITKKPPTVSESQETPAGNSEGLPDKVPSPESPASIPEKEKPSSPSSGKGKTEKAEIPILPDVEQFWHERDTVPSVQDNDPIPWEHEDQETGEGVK
TEAD-YAP inh – TEAD-YAP interaction inhibition, primary screen, TEAD-YAP interaction inhibitor project, luminescence, HEK-TIYL cells | TEAD-Gal4/YAP UAS-luciferase luminescence | inhibition, % at 9.12 µM | 640,000 compounds, 1.4% hits; in the data active = inhibition above about 32%;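 also: 0% = median of test compound wells and 100% = reference inhibitor wells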
MITF primary – MITF inhibitors, primary screen, biochemical, AlphaScreen, human; AlphaScreen MITF homodimerization, bead proximity signal; inhibition, % at 2.6 µM; AID 1259374, 2018; 650,000 compounds, 0.91% hits; in the data active = inhibition above about 50%;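 also: 0% = vehicle wells with protein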
Target sequence (O75030 whole entry, looked up): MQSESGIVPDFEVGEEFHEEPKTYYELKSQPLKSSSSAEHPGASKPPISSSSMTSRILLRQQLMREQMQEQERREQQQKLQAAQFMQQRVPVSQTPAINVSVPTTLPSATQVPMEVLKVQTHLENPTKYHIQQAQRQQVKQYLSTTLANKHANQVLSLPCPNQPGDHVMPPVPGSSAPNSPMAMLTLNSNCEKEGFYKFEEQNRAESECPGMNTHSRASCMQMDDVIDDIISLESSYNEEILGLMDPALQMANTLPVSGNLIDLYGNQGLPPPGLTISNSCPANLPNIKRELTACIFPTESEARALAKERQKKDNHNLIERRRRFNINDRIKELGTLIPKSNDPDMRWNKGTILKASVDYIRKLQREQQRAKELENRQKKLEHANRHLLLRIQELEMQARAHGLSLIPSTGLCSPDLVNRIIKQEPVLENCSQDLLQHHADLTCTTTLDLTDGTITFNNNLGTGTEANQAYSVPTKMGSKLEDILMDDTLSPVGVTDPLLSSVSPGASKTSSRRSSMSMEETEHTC
FBW7 activator – FBW7 E3 ligase activators, primary screen, biochemical, AlphaScreen, human; AID 1259310, 2017; 650,000 compounds, 0.13% hits; F-box/WD repeat-containing protein 7 (Homo sapiens), Q969H0; normalized activity (activation), % at 26.1 µM; AlphaScreen FBW7–phospho-cyclin E peptide binding, activator screen; in the data active = normalized activity above about 1.9%;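 also: purified mutant Fbw7 with reduced substrate affinity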
* marks the source's active call; other numbers are inactive results.

molecule,FBW7 activator,MITF primary,GPR151 activ,TEAD-YAP inh
COC(=O)c1ccc(NC(=O)CN2CCN(S(=O)(=O)c3cc(Cl)ccc3OC)CC2)cc1,-0.1,-3,0.0,11
N/C(Cc1cccc2ccccc12)=N\OC(=O)COc1ccccc1,0.2,10,0.1,7
COc1ccc(NC(=O)N2CCCCCC2)cc1,0.1,7,-2.6,-13
C=CS(=O)(=O)c1sc(Cl)c(N2CCOCC2)c1[N+](=O)[O-],-0.1,3,-0.2,1
CCOC(=O)c1ccc(NC(=O)CSc2n[nH]c(CC(C)C)n2)cc1,-0.1,5,0.1,-13
O=C(NCCc1nc2ccccc2[nH]1)c1ccc(Br)cc1,0.0,-18,-0.4,-12
O=C1CCCN1CCn1cnc2c(Nc3ccc(N4CCOCC4)cc3)nc(Nc3ccc(-n4ccnc4)cc3)nc21,-0.3,-2,5.9*,-3
Brc1ccc(-c2ccnc3cc(-c4ccccc4)nn23)cc1,0.3,6,0.3,2
CCN(CC(O)Cn1c2ccc(Cl)cc2c2cc(Cl)ccc21)S(=O)(=O)c1ccc(C)cc1 (stereo not given),-0.1,18,-1.5,1
CCOC(=O)C1=C(c2ccc(OC)cc2)NC(=O)NC1c1ccc(Cl)cc1 (stereo not given),-0.1,-4,-0.1,-11
Cc1sc2nc(C3CC3)nc(N3CCN(S(=O)(=O)c4ccc(F)cc4)CC3)c2c1C,0.1,22,-1.0,3
COc1ccc2c(C)nc(N3CCCC(C(=O)N(C)CC4CCCCO4)C3)nc2c1 (stereo not given),0.3,11,2.2,0
COc1ccc(/C=C/C(=O)Nc2cc(C)nc3ccccc23)cc1,-0.1,-2,1.2,16
CCc1ccc(N2CC(C(N)=O)CC2=O)cc1 (stereo not given),0.4,20,-1.3,1
N#C/C(=C\c1ccccc1F)c1ccc([N+](=O)[O-])cc1,-0.2,0,-2.5,-3
COCCCNC(=O)c1cc(-c2ccc(F)cc2)[nH]c1C,0.0,2,0.9,1
Cc1cc(=O)oc2cc(OCC(=O)Nc3ccccn3)ccc12,0.2,13,-1.3,-33
O=C1CCN(C(=O)c2cc(-c3ccccc3)n[nH]2)CCN1CCN1CCCC1,0.0,-3,1.4,0
Cn1c(=O)c2c(nc(N3CCOCC3)n2C)n(C)c1=O,-0.1,-7,1.4,-1
COc1ccc(C(CC(=O)Nc2nccs2)N2Cc3ccccc3C2=O)cc1OC (stereo not given),0.2,-1,0.3,-4
O=c1onc(-c2cccs2)n1Cc1ccncc1,0.9,8,-0.3,9
O=S(=O)(c1ccc(-c2ccsc2)cc1)C1CCN(c2ncnc3nc[nH]c23)CC1,0.2,2,3.7,11
Cc1[nH]c2ccccc2c1C(=O)/C=C/c1ccco1,-0.2,4,-0.3,-11
CC1=NN2C(=N)/C(=C/c3ccc(OCCOc4ccccc4Cl)cc3)C(=O)N=C2S1,0.0,18,0.0,1
COc1ccc(S(=O)(=O)NCC(c2cccn2C)N2CCN(C)CC2)cc1OC (stereo not given),0.4,15,-0.9,6
COc1ccc(CCN2CCC(NCc3cccnc3)CC2)cc1,0.8,14,1.2,7
CCNC(=O)N1CCc2nc(C)nc(N3CCCCCC3)c2C1,0.1,18,1.5,-3
CS(=O)(=O)N(CC(=O)NCCSCc1cccc(Cl)c1)c1ccc(Cl)cc1,0.7,20,0.6,-5
CCOC(=O)C1=C(C)N=c2s/c(=C\c3cccc(OCC)c3)c(=O)n2C1c1ccccc1 (stereo not given),1.0,11,-1.0,-15
CCOC(=O)c1c(NC(=O)c2cccc(F)c2)sc2c1CCC(C(C)(C)C)C2 (stereo not given),-0.2,2,-0.1,-16

Further records:
molecule,FBW7 activator,MITF primary,GPR151 activ,TEAD-YAP inh
NC(=O)Cn1cnc2c(nnn2Cc2ccc(F)cc2)c1=O,-0.1,-2,0.0,-6
CCOc1ccc(NC(=O)NNC(=O)c2cccnc2)cc1,-0.1,-2,0.0,2
Cc1ccc(CNC(=O)C(=O)Nc2c(C)cccc2C)cc1,0.1,9,-0.5,4
COc1cccc(CC2=NOC(C(=O)N(C)Cc3cn(C)nc3C)C2)c1 (stereo not given),0.0,8,-0.1,-25
CC(=O)Nc1ccc(Nc2nc(Nc3nccc4ccccc34)nc3c2ncn3C(C)C)cc1,-0.1,5,0.9,45*
O=C(Cn1cc(SCc2ccc([N+](=O)[O-])cc2)c2ccccc21)N1CCCC1,0.1,5,2.1,14
Cc1ccc2oc(-c3ccc(NC(=O)c4cccc(F)c4)c(C)c3)nc2c1,0.9,13,-0.2,13
Cc1ccc(-c2noc(-c3ccccc3O)n2)cc1,0.1,-1,0.5,-32
COc1ccc(-c2coc3cc(OC)ccc3c2=O)cc1,0.1,-2,-1.2,9
O=S1(=O)N=C(SCc2cccc(F)c2)Nc2ccc(Cl)cc21,0.0,6,2.9,-11
O=C1CC(c2ccccc2)CC2=C1C(c1cccs1)N(C(=O)C1CC1)c1ccccc1N2 (stereo not given),0.2,14,-0.2,12
O=c1c2c3c(sc2nc(Cc2ccccc2)n1Cc1ccccc1Cl)CCCC3,0.1,14,0.3,-4
COc1cc(NC(=O)/C=C/c2cccc([N+](=O)[O-])c2)ccc1NC(=O)c1ccco1,-0.1,-3,0.4,0
O=C(c1cc(Br)ccc1Cl)N1CCN(Cc2ccc3c(c2)OCO3)CC1,-0.2,5,0.4,6
COc1ccc(C(=O)Nc2cc(C)c(NC(=O)C3CCCCC3)cn2)cc1,-0.1,4,2.6,-26
CCOC(=O)C1(S(=O)(=O)c2ccc(OC)cc2)CCN(Cc2ccc(OC)cc2)CC1,0.1,8,1.1,3
COC(=O)c1c[nH]n2c(NCCc3ccccc3)c(-c3ccc(F)cc3)nc12,0.6,3,1.1,-8
CCSc1nnc(NC(=O)NC(C(F)(F)F)C(F)(F)F)s1,0.3,21,1.6,29
COc1ccc(C2CC(c3ccc(Br)cc3)Nc3nnnn32)c(OC)c1OC (stereo not given),0.0,4,0.9,3
Cc1cccc(NC(=O)Cn2cnc3c(oc4ccccc43)c2=O)c1C,0.0,4,0.6,8
CC(C)N(C(=O)COc1cccc2c1CCNC2=O)C(C)C,-0.1,-4,1.2,-2
Cc1[nH]nc(-c2ccc(O)cc2O)c1Oc1ccccc1,-0.1,-20,0.4,-1
CCOC(=O)c1c(N)n(-c2cccc(C)c2C)c2nc3ccccc3nc12,-0.2,8,0.1,4
COc1ccc(NC(=O)C2CC(=O)N(CCC34CC5CC(CC(C5)C3)C4)C(=Nc3ccc(Cl)cc3)S2)cc1 (stereo not given),-0.1,-9,-0.1,-3
O=C(Cc1ccc(F)cc1)Nc1nc(-c2ccc(Cl)cc2)cs1,0.8,16,-0.3,1
Cc1ccc(C)c(NC(=O)C2(C)CC3c4ccccc4C2c2ccccc23)c1 (stereo not given),0.2,11,1.4,4
c1cnc(N2CCN(c3nc4nonc4nc3N3CCCC3)CC2)cn1,0.1,-2,-1.5,3
CCOCCC(=O)NCc1ccccc1OC,0.7,6,-0.7,11
CC(=O)Nc1ccc(-c2csc(NC(=O)c3nc4nccc(C)n4n3)n2)cc1,-0.2,3,-0.5,2
CCCNC(=O)C(C)n1nc(C)n2c(cc3sccc32)c1=O (stereo not given),-0.2,-12,-0.9,-3

The list goes on; it opens with the five that closed the last part.
molecule,FBW7 activator,MITF primary,GPR151 activ,TEAD-YAP inh
Cc1ccc(C)c(NC(=O)C2(C)CC3c4ccccc4C2c2ccccc23)c1 (stereo not given),0.2,11,1.4,4
c1cnc(N2CCN(c3nc4nonc4nc3N3CCCC3)CC2)cn1,0.1,-2,-1.5,3
CCOCCC(=O)NCc1ccccc1OC,0.7,6,-0.7,11
CC(=O)Nc1ccc(-c2csc(NC(=O)c3nc4nccc(C)n4n3)n2)cc1,-0.2,3,-0.5,2
CCCNC(=O)C(C)n1nc(C)n2c(cc3sccc32)c1=O (stereo not given),-0.2,-12,-0.9,-3
CCC1CN(CC(C)C)Cc2cc(OC)ccc2O1 (stereo not given),0.1,23,-0.8,0
N#C/C(=C/c1ccc(N2CCOCC2)cc1)c1cccc([N+](=O)[O-])c1,0.3,0,0.6,-9
COc1ccc(N2CCN(C(CNS(=O)(=O)c3c(C)cc(C)cc3C)c3cccnc3)CC2)cc1 (stereo not given),-0.2,5,0.1,-8
COc1ccc(/C=C2/SC(N3CCCC(C)C3)=NC2=O)c(OC)c1 (stereo not given),-0.1,-8,0.2,-44
NC(=O)CSc1nc2scc(-c3ccccc3)c2c(=O)[nH]1,-0.2,6,0.3,4
CCOC(=O)Cn1cc(/C=C(/C#N)C(=O)NCc2ccccc2)c2ccccc21,0.0,-7,-0.9,0
O=C1CC(c2nc3ccccc3n2CC(O)COc2ccccc2Cl)CN1c1ccccc1 (stereo not given),0.0,-4,-0.8,-3
O=[N+]([O-])c1ccccc1S(=O)Cc1ccccc1 (stereo not given),-0.1,-3,-0.4,-1
CC(C)NC(=O)N1CCC(c2nnc(-c3ccc(F)cc3)o2)CC1,-0.1,-9,4.1,-2
CCCC12CN3CC(C)(CN(C1)C31C(=O)N(C)c3ccc(Br)cc31)C2=O (stereo not given),-0.1,6,0.5,1
CC(=O)c1cn(CC(=O)N2C(C)CCCC2C)c2ccccc12 (stereo not given),1.7,21,-0.1,10
CC(C)NC(=O)CSc1nc(N)c(C#N)c(-c2cccs2)c1C#N,0.1,-11,-0.2,1
Cc1nc(N2CCN(C)CC2)c2c(C)c(C(=O)N3CCC(Cc4ccccc4)CC3)sc2n1,0.0,11,7.1*,3
CC(C)C(=O)N=c1sc2cc(F)cc(F)c2n1C,0.0,10,0.6,-15
COc1ccc(S(=O)(=O)NCCSc2nnnn2-c2ccccc2)cc1,1.3,17,1.0,-13
Cc1cc(C(=O)O/N=C(\N)c2ccccc2)ccc1[N+](=O)[O-],0.2,9,1.9,-18
CCOc1ccc(NC(=O)C(CC)CC)cc1,0.0,17,0.4,-7
CCOc1ccc(N=CC2=C(O)CNC2=O)cc1,0.0,5,-1.2,11
Oc1ccc(-c2noc(-c3ccc(F)cc3)n2)cc1,0.5,-1,-8.9,65*
Cc1[nH]c(=O)c2c(c1C)C(=O)NC2=O,0.1,18,-1.0,0
Cn1c(=O)nc2n(-c3cccc(F)c3)c3ccccc3cc-2c1=O,0.0,10,0.8,6
CN1CCCC(CC2(c3ccccc3)C(=O)Oc3ccccc32)C1 (stereo not given),0.0,13,1.5,1
CCn1cc(CN[C@H]2C[C@H]3C(=O)N[C@@H](C(C)C)C(=O)N3C2)c(C)n1,0.0,14,-0.2,12
N#C/C(=N\Nc1ccc(F)cc1)C(=N)N1CCCCCC1,-0.2,0,0.6,-42
CCOCC(=O)Nc1ccc(-c2nc3cccnc3s2)cc1,0.1,14,-4.8,25
COc1ccc(S(=O)(=O)N2CCC(CO)(Cc3ccccc3Cl)CC2)cc1,0.1,2,0.4,-4
CCOc1ccc(NC2SC(=O)N(c3cccc(C)c3)C2=O)cc1 (stereo not given),-0.1,-12,-1.2,-4
O=C(N/C(=C/c1ccccc1)C(=O)N1CCCCC1)c1ccc(Br)o1,0.1,11,-0.5,14
CCCC(=O)C1=C(c2ccc(F)cc2)N(C(=O)CCC)n2cnnc2S1,-1.2,7,0.9,13
COc1cc2c(cc1NC(=O)COc1ccc(C)cc1)oc1ccccc12,0.2,6,-0.9,8

Record cards (already shown):
CCCC(=O)C1=C(c2ccc(F)cc2)N(C(=O)CCC)n2cnnc2S1 is entered as FBW7 activator = -1.2; MITF primary = 7; GPR151 activ = 0.9; TEAD-YAP inh = 13
CCOCC(=O)Nc1ccc(-c2nc3cccnc3s2)cc1 is entered as FBW7 activator = 0.1; MITF primary = 14; GPR151 activ = -4.8; TEAD-YAP inh = 25

(list continues)
molecule,FBW7 activator,MITF primary,GPR151 activ,TEAD-YAP inh
Cc1ccccc1OCC(=O)NCCCCN1CCOC(c2ccccc2)C1 (stereo not given),0.1,-13,0.4,11
Nc1nnc(SCC(=O)c2ccc3ccccc3c2)s1,0.2,7,1.0,-72
COC(=O)c1ccc(S(=O)(=O)NCc2cccc(OC)c2)n1C,0.2,-17,-0.3,-5
CCOc1ccc2[nH]c(=O)c(CN(CCOC)C(=O)N3CCOCC3)cc2c1,0.1,4,-1.4,-3
CC(C)(Oc1ccc(Cl)cc1)C(=O)Nc1ccc(S(=O)(=O)N2CCCC2)cc1,0.1,9,-0.5,11
Cc1ccc2c(c1)C1C=CCC1C(c1ccccc1Cl)N2 (stereo not given),0.0,-12,-1.3,-4
CC(=O)c1ccc(C(=O)Nc2nc3c(s2)CCCC3)cc1,-0.1,4,-1.0,65*
Cc1ccccc1NC(=O)CN1C(=S)NC(C)(C)CC1C (stereo not given),-0.1,4,-0.4,-7
Cc1cc(NC(=O)Cn2ncc3c2-c2ccccc2OC3)no1,0.1,-1,0.5,-7

Assay outcomes as filed in PubChem BioAssay.
